Screening results from PubChem BioAssay.
FBA Mtb inh = inhibits M. tuberculosis FBA enzyme. inhibition, % at 1 µM. P9WQA3. 360,000 tested, 2.3% active. purified M. tuberculosis FBA, fluorescence read-out. AID 588726; in the data active means inhibition above about 27%;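 further: 0% = vehicle and 100% = reference inhibitor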
Target sequence (P9WQA3 whole entry, looked up): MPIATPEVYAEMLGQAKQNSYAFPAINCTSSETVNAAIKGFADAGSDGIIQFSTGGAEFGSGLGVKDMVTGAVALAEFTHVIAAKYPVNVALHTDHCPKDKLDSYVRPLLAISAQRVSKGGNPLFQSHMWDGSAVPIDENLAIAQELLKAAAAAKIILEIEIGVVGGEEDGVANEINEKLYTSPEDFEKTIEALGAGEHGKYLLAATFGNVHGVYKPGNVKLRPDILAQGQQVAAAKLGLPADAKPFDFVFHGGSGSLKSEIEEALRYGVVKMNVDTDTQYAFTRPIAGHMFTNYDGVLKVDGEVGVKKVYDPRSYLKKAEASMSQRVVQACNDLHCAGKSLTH
Rv3671c inh = Rv3671c (M. tuberculosis) protease inhibition. P9WHR9. inhibition, % at 5.96 µM. 320,000 tested, 0.048% active; in the data active means inhibition above about 38%;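 further: extracellular domain of Rv3671c used as enzyme; 0% = enzyme with DMSO and 100% = no enzyme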
MazEF act = MazEF (E. coli) toxin RNase activation. P0AE70. FAM/BHQ RNA-DNA oligo cleavage fluorescence, 5 h. activation, % at 20 µM. 350,000 tested, 0.32% active; in the data active means activation above about 50%
Target sequence (P0AE70 whole entry, looked up): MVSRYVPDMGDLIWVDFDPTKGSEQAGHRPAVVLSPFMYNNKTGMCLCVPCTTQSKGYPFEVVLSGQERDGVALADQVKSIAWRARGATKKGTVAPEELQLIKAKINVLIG
GDH-TPI counter = counter-screen for M. tuberculosis FBA inhibitors: GDH-TPI coupled enzymes | 360,000 tested, 1.2% active | AID 588335 | inhibition, % at 4.8 µM | GDH-TPI coupled enzyme counterscreen, NADH absorbance; in the data active means inhibition above about 30%;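 further: 0% = DMSO wells and 100% = wells lacking the enzyme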
SSB-PriA inh = inhibitors of Klebsiella pneumoniae PriA binding to SSB C-terminal tail. AlphaScreen SSBct-PriA binding, biotinylated peptide. inhibition, % at 33 µM. 430,000 tested, 0.6% active; in the data active means inhibition mostly above about 37%, no sharp cut-off; inactive means mostly below about 20%;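 further: plate controls were negative control peptide for no effect and reference peptide for full effect; strong numbers were not always called active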
SARS 3CLpro inh = SARS-CoV 3CLpro protease inhibition; AID 1706; inhibition, % at 6 µM; recombinant SARS-CoV 3CLpro, quenched FRET peptide cleavage; 290,000 tested, 0.14% active; P0C6X7; in the data active means inhibition above about 12%
Mtb BioA inh = inhibitors of Mycobacterium tuberculosis BioA enzyme. inhibition, % at 9.99 µM. purified M. tuberculosis BioA enzyme, plate reader. 360,000 tested, 0.096% active; in the data active means inhibition above about 40%; inconclusive means no clear call, values can overlap the other calls
VHR inh abs = blocks human VHR1 dual specificity phosphatase; recombinant VHR phosphatase, pNPP absorbance; AID 1654; inhibition, % at 13.3 µM; 290,000 tested, 0.52% active; P51452; in the data active means inhibition above about 50%; further: some compounds called inactive have numbers as strong as hits
Target sequence (P51452 whole entry, looked up): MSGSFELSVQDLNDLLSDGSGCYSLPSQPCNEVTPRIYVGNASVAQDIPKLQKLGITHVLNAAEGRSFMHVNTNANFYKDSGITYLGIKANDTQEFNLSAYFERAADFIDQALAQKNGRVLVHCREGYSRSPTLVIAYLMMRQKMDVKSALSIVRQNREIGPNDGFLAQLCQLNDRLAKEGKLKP
Mtb UGM inh = inhibitors of M. tuberculosis UDP-galactopyranose mutase | inhibition, % at 10 µM | AID 504406 | purified UGM, fluorescence polarization probe displacement | 320,000 tested, 0.06% active; in the data active means inhibition above about 10%, passing the limit was not always enough; inconclusive means no clear call, values can overlap the other calls
Target sequence (P9WIQ1 whole entry, looked up): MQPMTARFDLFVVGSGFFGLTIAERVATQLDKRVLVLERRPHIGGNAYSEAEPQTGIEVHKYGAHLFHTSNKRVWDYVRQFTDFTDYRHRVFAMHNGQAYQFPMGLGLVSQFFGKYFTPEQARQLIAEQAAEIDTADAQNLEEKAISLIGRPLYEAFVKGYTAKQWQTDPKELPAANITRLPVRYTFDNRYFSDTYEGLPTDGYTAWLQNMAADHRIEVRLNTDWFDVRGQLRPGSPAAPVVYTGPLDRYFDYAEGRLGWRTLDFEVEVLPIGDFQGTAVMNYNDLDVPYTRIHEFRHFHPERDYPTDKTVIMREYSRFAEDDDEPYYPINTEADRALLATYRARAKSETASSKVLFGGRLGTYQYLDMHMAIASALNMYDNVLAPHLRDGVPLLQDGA
BH1578 lux ind = quorum light induction in luxS cqsA deficient V. cholerae | 350,000 tested, 0.16% active | V. cholerae BH1578 lux reporter, luminescence, 6 h | activation, % at 18.7 µM | AID 588436; in the data active means activation mostly above about 9.7%, no sharp cut-off; inconclusive means no clear call, values can overlap the other calls; inactive means mostly below about 3.7%; further: not every result past the cut was called active; inactives centre near 0; reference of the scale not given here
* = called active by the depositor; i = inactive; ? = inconclusive; nt = not tested or not shown; & = joins results of further samples.

Fields – SSB-PriA inh | MazEF act | FBA Mtb inh | Rv3671c inh | Mtb BioA inh | BH1578 lux ind | GDH-TPI counter | SARS 3CLpro inh | VHR inh abs | Mtb UGM inh
- O=C(CCN1C(=O)C2CCCCC2C1=O)Nc1nc2c(F)cc(F)cc2s1 (centres undefined)
→ -5 | 30 | 2 | -3 | 0.1 | i | -9 | nt | nt | 1.5
- O=C1CCCc2sc3c(c2N1)CCCCC3
→ -2 | -4 | 1 | 1 | -1.5 | -0.1 | -8 | -10 | 14 | -0.7
- COC(=O)C1=NNC(C(=O)c2ccco2)C1c1ccccc1 (centres undefined)
→ 5 | 7 | 6 | 4 | nt | 0.1 | 10 | 1 | -23 | 1.5
- Cc1cc2nnc(SCC(=O)OC(C)C)n2c2ccccc12
→ -3 | -4 | -12 | 7 | -0.3 | -2.9 | 1 | 4 | 16 | -2.4
- Cc1ccc2nc(SCC(=O)NNC(=O)c3ccccc3)[nH]c2c1
→ -2 | -2 | 1 | -4 | nt | -0.3 | 14 | -1 | 16 | 2.3
- Cc1ccc(S(=O)(=O)NC2c3cccc4cccc(c34)C2Sc2nncn2C)cc1 (centres undefined)
→ -7 | -3 | -2 | -8 | 0.4 | i | 5 | 6 | 3 | 1.6
- O=C(NC1CCCN(Cc2ccccc2F)C1)C1CCC1 (centres undefined)
→ -5 | 5 | 1 | 11 | -1.4 | i | 0 | 0 | 36 | 1.3
- Cn1c(=O)c2cc(NC(=O)NCc3ccccc3)ccc2n1Cc1cccc(C(F)(F)F)c1
→ nt | nt | 138* | nt | -0.6 | -0.4 | 12 | nt | nt | nt
- Cc1cccc(CSc2nc3c(c(=O)[nH]2)CCC3)c1
→ -4 | -9 | -2 | -2 | -1.0 | 0.6 | -4 | -1 | 4 | -1.8
- O=C(Cn1nnc(-c2ccccc2)n1)N1CCCCC1
→ 8 | -1 | 3 | -2 | -0.4 | i | 8 | -3 | -8 | 1.1
- CCNc1c(NC(C)=O)c(=O)oc2ccccc12
→ -1 | 8 | -3 | -3 | nt | -0.1 | -1 | -3 | -1 | -0.3
- Cc1nc(CS(=O)(=O)c2ccccc2)cc(Sc2ccccc2Cl)n1
→ -14 | 3 | 2 | 1 | 0.6 | i | -1 | 6 | -2 | -1.3
- O=C(NCCCn1ccnc1)c1nc(Cn2cc(Br)cn2)no1
→ 23 | -9 | 7 | -1 | 0.0 | -4.6 | 12 | -4 | 6 | -1.2
- Cn1c(=Nc2ccc(N3CCOCC3)cc2)ccc2ccccc21
→ -4 | 0 | 2 | -3 | 1.4 | -1.0 | 0 | 3 | 5 | 0.0
- COc1ccc(C(C)=O)cc1CSc1nc2cc(Cl)ccc2o1
→ 2 | -26 | 3 | 2 | 2.3 | i | 8 | 5 | 11 | 2.5
- CSc1cccc2sc(NC(=O)C3=COCCO3)nc12
→ -1 | 5 | 0 | -6 | 0.0 | i | 11 | nt | nt | 0.8
- O=C(CCN1C(=O)C2CC=C(Cl)CC2C1=O)NC1CCCCC1 (centres undefined)
→ 9 | -6 | -1 | -8 | -0.3 | 1.1 | -2 | -3 | -12 | 0.2
- O=C1NC(CCc2ccccc2)C(=O)N1Cc1ccc(Br)cc1 (centres undefined)
→ 5 | 6 | 1 | -2 | -1.4 | -0.5 | 6 | 7 | -11 | -0.1
- CC(=O)N1CCc2c(sc(NC(=O)CS(=O)(=O)c3ccc(F)cc3)c2C(N)=O)C1
→ -1 | -9 | 2 | 4 | -1.3 | i | 7 | nt | nt | nt
- CC(C)(C)C(=O)NC(=S)Nc1ccccc1C(N)=O
→ -9 | 7 | 4 | 7 | 2.2 | -0.5 | 1 | -1 | 6 | 0.1
- CC1CN(CCc2ccccc2)c2nc3c(c(=O)[nH]c(=O)n3C)n2C1 (centres undefined)
→ -4 | 4 | 0 | 0 | 0.6 | -0.6 | 2 | 0 | 25 | 0.7
- C[C@@H]1CN([C@@H](C)CO)C(=O)CCCn2nncc2CO[C@H]1CN(C)S(=O)(=O)c1cccc(F)c1
→ nt | -3 | -3 | nt | 1.5&1.1&-2.1 | i | -4 | nt | nt | nt
- Nc1ccc(-c2cc(-c3ccc(N)cc3)nc(-c3ccccc3)n2)cc1
→ 2 | -2 | 39* | -1 | -4.5 | i | 18 | 1 | 14 | -4.9
- Cc1ccc2c(c1)N(CC(=O)NCCCN1CCCCC1)C(=O)c1cccnc1O2
→ 1 | 5 | 1 | 4 | 1.6 | -0.2 | -16 | 7 | 33 | -0.9
- Cc1ccc(C)c(CSc2nnc(-c3cccnc3)n2N)c1
→ -5 | -3 | 0 | -2 | 2.7 | i | 7 | 6 | 23 | -0.7
- Cc1oc(-c2cccc(Cl)c2)nc1CN1CCC(C(=O)NCc2ccco2)CC1
→ 9 | 5 | -1 | -5 | nt | -0.4 | 4 | 3 | 30 | -2.4
- O=C(NC1CCCC1)c1ccc(S(=O)(=O)N2CCOCC2)cc1
→ -5 | 0 | -2 | 1 | -1.0 | i | -3 | 8 | 21 | -1.5
- COc1ccc(Cl)cc1NC(=O)CN(C)C(C)C(=O)NC(=O)NC1CCCCC1 (centres undefined)
→ -9 | 2 | -1 | -1 | -0.2 | 5.0 | -3 | nt | nt | 0.8
- Nc1nonc1C(=O)N/N=C/c1ccc(-c2cccc([N+](=O)[O-])c2)o1
→ nt | 4 | 3 | 0 | 1.6 | i | 5 | 3 | -6 | -2.1
- CCOC(=O)CC(=O)CSc1nc2sc(C)cc2c(=O)n1Cc1ccco1
→ -6 | 16 | -1 | 1 | 2.7 | i | -6 | -1 | -19 | 3.6
- O=C(CC(=O)c1cccc([N+](=O)[O-])c1)Nc1ccccc1Cl
→ -11 | -1 | -1 | -1 | nt | -0.3 | -5 | 5 | 14 | -0.1
- O=C(O)c1cnn(-c2nc(-c3ccc(Cl)c(Cl)c3)cs2)c1C(F)(F)F
→ 8 | -15 | 6 | -11 | 10 | -0.6 | -7 | 4 | 7 | -0.9
- O=C(/C=C/c1ccccc1)NC1CCCc2ccccc21 (centres undefined)
→ nt | nt | nt | -12 | nt | nt | nt | 0 | 22 | 0.1
- O=C(NNC(=O)C1CCCN(S(=O)(=O)c2ccc3ccccc3c2)C1)C1CC1 (centres undefined)
→ -25 | 1 | -1 | nt | nt | -0.3 | 11 | 4 | 3 | nt
- Cc1nn(C)c(C(=O)N2CCN(C(=O)c3ccco3)CC2)c1Br
→ -4 | 2 | -2 | -11 | nt | -0.1 | -9 | -10 | 3 | 1.6
- C[C@@H]1CN([C@@H](C)CO)C(=O)c2cc(Br)cnc2O[C@H]1CN(C)C(=O)c1ccccc1F
→ nt | 10 | -1 | nt | -0.1&1.4&3.0 | i | -7 | nt | nt | nt
- Cc1cc(=O)oc2c(C(=O)c3ccccc3)c(OCC(N)=O)ccc12
→ 6 | 8 | 0 | 4 | 3.8 | 1.1 | -3 | -4 | 23 | 4.0
- CC(Oc1cccc(Cl)c1)C(=O)N(C)CC(=O)Nc1ccc(N2CCOCC2)cc1 (centres undefined)
→ -10 | 8 | 1 | -2 | nt | -0.3 | 5 | nt | nt | 3.8
- CC(C)Oc1cccc(C(=O)C2CCCN(C(=O)c3cc(C(F)(F)F)[nH]n3)C2)c1 (centres undefined)
→ -9 | 1 | 1 | -8 | -2.5 | -1.2 | 0 | 2 | 43 | 1.0
- O=C(NC1CCCC1)c1cccc2c1C(=O)c1ccc(N3CCCCC3)cc1S2(=O)=O
→ -4 | -46 | -2 | -6 | -4.7 | i | 2 | nt | nt | 0.2

Looked up above:
Result for Cc1oc(-c2cccc(Cl)c2)nc1CN1CCC(C(=O)NCc2ccco2)CC1 in FBA Mtb inh: -1
Result for Nc1ccc(-c2cc(-c3ccc(N)cc3)nc(-c3ccccc3)n2)cc1 in SSB-PriA inh: 2

(list continues)
Fields – SSB-PriA inh | MazEF act | FBA Mtb inh | Rv3671c inh | Mtb BioA inh | BH1578 lux ind | GDH-TPI counter | SARS 3CLpro inh | VHR inh abs | Mtb UGM inh
- COc1ccccc1-c1nnc(SCC(=O)NC2CCS(=O)(=O)C2)n1N (centres undefined)
→ -4 | 4 | 2 | 6 | -0.6 | -2.1 | -6 | -2 | 33 | 0.7
- COc1ccc(N(CC(=O)NC2CCCC2)C(=O)CCC(=O)Nc2cc(C)on2)cc1OC
→ 1 | -1 | 0 | -6 | 0.1 | -0.6 | 5 | -7 | 40 | -0.8
- COc1ccccc1OCCN1CSC(=S)N(C)C1
→ -14 | -2 | 1 | 0 | nt | -0.2 | -4 | -3 | 39 | -0.4
- CCCCn1c(C)cc(C)c(S(=O)(=O)c2ccccc2C)c1=O
→ -22 | -7 | 2 | 1 | 0.4 | -0.8 | 7 | 1 | 27 | -1.7
- CN(C)c1ccc(/C=N/NC(=O)c2nonc2N)cc1[N+](=O)[O-]
→ nt | -13 | -3 | 10 | 1.8 | 0.1 | 22 | -12 | 7 | -0.8
- COc1ccc(N2CCN(CC(O)COc3ccccc3[N+](=O)[O-])CC2)cc1 (centres undefined)
→ 0&10 | 1 | 2 | -8 | nt | -0.2 | 12 | -6 | -10 | 0.9
- O=C(O)c1ccc(N2C(=O)c3cccc4cccc(c34)C2=O)cc1
→ -9 | 1 | 11 | nt | 11 | -0.4 | 38* | 7 | 39 | 3.4
- COc1ccc(NC2c3ccccc3C(=O)N2c2ccccn2)cc1 (centres undefined)
→ 18 | 10 | 1 | 13 | -0.2 | -0.3 | 2 | -2 | -13 | -1.6
- O=C(NCCCNCCCNC(=O)c1ccccn1)c1ccccn1
→ -4 | 6 | -4 | 4 | -1.0 | -0.7 | 2 | 4 | 0 | ?
- Cc1ccccc1-c1cc2nc(NCc3cccnc3)n(C)c(=O)c2s1
→ nt | nt | 7 | nt | 8.7 | i | 7 | nt | nt | nt
- CC1CCCCN1CCCNC(=O)CN1C(=O)c2cccnc2Oc2ccc(Cl)cc21 (centres undefined)
→ 1 | 9 | 2 | -8 | -3.3 | -0.2 | -2 | -6 | 90 | 2.5
- O=C(COc1ccccc1Cl)NC(=O)NC1CCCCC1
→ -20 | -3 | -4 | 0 | 1.3 | i | 2 | nt | nt | -0.9
- CC(Oc1ccc2c3c(c(=O)oc2c1)CCCC3)C(=O)NCC(O)c1ccccc1 (centres undefined)
→ -18 | 1 | 50* | -6 | -2.5 | 0.7 | 19 | 5 | -3 | 1.1
- Cc1ccc(C)c(C(=O)COC(=O)Cn2c(C)csc2=O)c1
→ -4 | -1 | 0 | 0 | 3.5 | -12 | -9 | 2 | 22 | -1.8
- c1ccc(C[n+]2cccc3c4ccccc4ccc32)cc1
→ -7 | 3 | 40* | 6 | 6.6 | nt | 6 | 0 | 44 | -1.3
- COc1cc(C(C)=O)cc(OC)c1O
→ 6 | 0 | 4 | nt | -0.2 | 1.2 | 8 | nt | nt | nt
- COc1cc2c(cc1OC)CN(CC(=O)Nc1cccc(C)c1)CC2
→ -3 | 10 | 2 | 3 | -1.5 | i | 11 | 1 | 35 | 1.1
- COc1ccc(OC)c(Nc2nc(-c3ccc(O)c(O)c3)cs2)c1
→ 15 | -17 | 1 | -18 | nt | -0.4 | 12 | -6 | 1 | 1.1
- O=C(Nc1ccc(S(=O)(=O)NC2=NCCCCC2)cc1)c1ccc([N+](=O)[O-])s1
→ 4 | 3 | -2 | -1 | 12 | 1.2 | 12 | nt | nt | 1.1
- CC(C)CCN(C(=O)C1CSC2(C)CCC(=O)N12)c1c(N)n(Cc2ccccc2)c(=O)[nH]c1=O (centres undefined)
→ -5 | 6 | 1 | -11 | nt | i | 1 | nt | nt | -0.8
- O=C(Nc1ccc(N2CCOCC2)c(S(=O)(=O)Nc2ccc(Cl)cc2)c1)c1ccc(=O)[nH]n1
→ -4 | 0 | 2 | -9 | 0.0 | -2.1 | 8 | nt | nt | 4.0
- COCCCNC(=O)COc1cc(C)c(Cl)c(C)c1
→ -12 | -5 | -5 | 2 | 1.4 | i | 8 | 1 | 13 | -0.1

Some of the compounds tested; rates above refer to the full screens.
